Screening results deposited in PubChem by several laboratories.
Hsp90 block: displaces geldanamycin probe from tumor Hsp90 | P07900 | NCI-N417 lysate Hsp90, Cy3B-geldanamycin FP displacement | inhibition, % at 30 µM | 0.35% of 64,000 active;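 active = inhibition above 50%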;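 note: 0% = tracer plus lysate wells and 100% = tracer alone without lysate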
MMP-13 inhibitor: inhibitors of human MMP13. MMP-13 fTHP FRET cleavage, Mca fluorescence. 0.07% of 65,000 active. AID 570. inhibition, % at 4 µM;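 active = inhibition above the mean of compound-free control plate wells plus 3 SD, cut at about 14% in these data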;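 note: 0% = DMSO wells and 100% = wells with reference MMP-13 inhibitor after basal subtraction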
FXIIa inh mix: blocks human factor XIIa in pooled compound mixtures; purified FXIIa, fluorogenic substrate; P00748; AID 684; inhibition, % at 5 µM; 0.2% of 62,000 active;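 note: 0% = enzyme without compound and 100% = no enzyme blank; some results filed as inactive read as strong as hits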
Target sequence (P00748 20-372 limits assumed): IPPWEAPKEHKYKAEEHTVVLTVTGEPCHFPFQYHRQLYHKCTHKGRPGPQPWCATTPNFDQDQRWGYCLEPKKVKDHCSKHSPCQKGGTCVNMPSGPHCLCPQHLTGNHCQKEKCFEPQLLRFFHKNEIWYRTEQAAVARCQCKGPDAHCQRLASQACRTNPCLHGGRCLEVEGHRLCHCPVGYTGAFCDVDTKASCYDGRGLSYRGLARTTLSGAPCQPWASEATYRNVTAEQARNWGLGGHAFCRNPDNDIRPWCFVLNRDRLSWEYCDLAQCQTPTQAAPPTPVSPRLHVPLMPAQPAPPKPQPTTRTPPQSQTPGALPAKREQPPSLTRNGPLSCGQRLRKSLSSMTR
Target sequence (P00748 373-615 limits assumed): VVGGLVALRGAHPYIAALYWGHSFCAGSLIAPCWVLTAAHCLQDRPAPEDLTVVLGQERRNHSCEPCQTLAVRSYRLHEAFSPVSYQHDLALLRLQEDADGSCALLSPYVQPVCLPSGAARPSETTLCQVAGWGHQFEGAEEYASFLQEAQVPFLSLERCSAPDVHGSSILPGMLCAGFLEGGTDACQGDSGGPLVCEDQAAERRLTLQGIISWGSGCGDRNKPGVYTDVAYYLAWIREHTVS
DUSP1 inh: blocks human MKP-1 phosphatase activity; recombinant MKP-1, OMFP hydrolysis fluorescence; P28562; 0.15% of 65,000 active; AID 374; inhibition, %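 (compounds tested at a single concentration somewhere between 10 and 100 µM)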;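 active = inhibition above about 50%, limit read from the data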;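 note: 0% = DMSO max control wells and 100% = wells with enzyme stopped by NaOH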
Target sequence (P28562 whole entry, looked up): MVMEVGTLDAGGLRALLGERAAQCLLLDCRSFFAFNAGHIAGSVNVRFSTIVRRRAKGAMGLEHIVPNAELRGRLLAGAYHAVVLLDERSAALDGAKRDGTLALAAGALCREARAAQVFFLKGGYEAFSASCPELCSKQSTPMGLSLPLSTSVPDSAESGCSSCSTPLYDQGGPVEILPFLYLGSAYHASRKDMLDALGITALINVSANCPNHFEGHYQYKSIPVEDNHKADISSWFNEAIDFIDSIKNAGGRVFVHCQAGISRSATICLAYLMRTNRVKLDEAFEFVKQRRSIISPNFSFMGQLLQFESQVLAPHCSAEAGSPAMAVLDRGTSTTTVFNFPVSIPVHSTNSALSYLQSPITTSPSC
Cdc25B block: inhibitors of human Cdc25B phosphatase | 0.1% of 65,000 active | recombinant Cdc25B, OMFP fluorescence Ex485/Em525 | P30305 | inhibition, %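 (compounds tested at 10 µM final in the well)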; in the data active = inhibition above about 50%
JNK3 blocker: inhibitors of human JNK3 kinase. P53779. purified JNK3 kinase activity, HTS. inhibition, % at 8 µM. 0.61% of 60,000 active. AID 746; in the data active = inhibition above about 17%;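 note: 0% = DMSO and 100% = reference inhibitor; many of its hits are not listed in these tables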
AP ELISA ortho: alternative pathway complement inhibition, orthogonal assay; 0.08% of 62,000 active; AID 1235; inhibition, % at 5 µM; Human serum alternative complement pathway, LPS-coated ELISA, C3 deposition; tested in compound mixtures;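 active = inhibition above 30% in each of the two pooled mixtures holding the compound, so the lower value exceeds 30%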;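 note: 0% = serum in Mg-EGTA without compound and 100% = EDTA serum blank; some compounds past the cut are filed as inactive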
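Medium: diluted human serum in Mg2+-EGTA GVB++. Assay system: human serum complement alternative pathway, C3 deposition onto LPS. Also added: Plate-bound LPS. Technique: Anti-C3 ELISA, OD 450 nm. Measure: percent inhibition. Incubation: 1 h at 37 °C. Dosing: 5 µM each compound, pools of ten, 50 µM per pool.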
Abs 340nm: compounds absorbing at 340 nm | AID 708 | 65,000 tested, under 10 active | fold change at 10 µM | compound absorbance at 340 nm, fold over control;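 active = at 10 µM dose, initial 340 nm absorbance at least 2 fold that of control wells; inactive = change under 2 fold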;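 note: initial absorbance extrapolated from kinetic A340 decline of NADH oxidation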
FXIa inh mix: blocks human factor XIa in pooled compound mixtures; P03951; purified FXIa, fluorogenic substrate; 0.19% of 62,000 active; inhibition, % at 5 µM;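 note: each value is inhibition by a whole ten-compound pool holding the compound; 0% = enzyme with no mixture and 100% = wells lacking enzyme; strong numbers were not always called active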
* marks the source's active call; other numbers are inactive results; . = no result given; [ ] = another dose, or the depositor's remark. Cut-off read from the data, not from the text of the source, unless noted: active = inhibition above about 20% (passing the limit was not always enough); inactive = the rest.

SMILES	Hsp90 block	MMP-13 inhibitor	FXIIa inh mix	DUSP1 inh	Cdc25B block	JNK3 blocker	AP ELISA ortho	Abs 340nm	FXIa inh mix
COC(=O)C1=C(N)Oc2cc(C)n(Cc3cccnc3)c(=O)c2C1c1ccccc1OC (stereo not given)	-1	-6	4	-2	1	0	10	1	8
O=C(NCC1CCCO1)C1c2ccccc2C(=O)N1Cc1ccc2c(c1)OCO2 (stereo not given)	-2	-1	-22	-3	-7	0	1	1	-7
Cn1c(C(=O)NC2CCCC2)cc2c(=O)n(C)c3ccccc3c21	-4	-17	0	15	6	7	12	1.1	2
O=C1CC(N(Cc2ccco2)C(=O)Nc2ccc(F)cc2)C(=O)N1c1ccc(F)cc1 (stereo not given)	-2	1	2	-1	-6	0	-1	1.1	4
CC(=O)c1c(C(C)=O)c(C)n(CCCCn2c(C)c(C(C)=O)c(C(C)=O)c2C)c1C	-4	8	-9	33	-3	4	21	1.1	0
COc1ccc(CC(=O)Nc2cccc(-c3nnc(-c4ccccc4)o3)c2)cc1OC	-7	4	6	39	-7	3	7	1	1
CC(C)NS(=O)(=O)c1ccc(CCC(=O)N2CCOCC2)cc1	-2	2	8	4	-1	-2	23	1	3
O=C(CSc1nnnn1-c1ccc2c(c1)OCCO2)N1CCc2ccccc21	4	0	1	13	2	0	9	1	-1
CN(C1CCCCC1)S(=O)(=O)Cc1ccccc1	-23	-2	12	1	1	-4	5	1	6
O=C(N1CCN(c2ccccc2)CC1)C12CC3CC(CC(C3)C1)C2	3	5	1	-4	15	3	20	0.99	-8
COc1cccc(C2/C(=C(/O)c3cnn(-c4ccccc4)c3C)C(=O)C(=O)N2CCN(C)C)c1 (stereo not given)	-3	-11	.	-18	24	-2	.	1.1	.
COc1ccc(CNC(=O)[C@H](C)NC(=O)C2CCN(S(=O)(=O)c3ccc(C)cc3)CC2)cc1	0	1	.	-8	14	-1	.	1	.
CCOC(=O)N1CCC(n2c(=S)[nH]c3cc(OC)c(OC)cc3c2=O)CC1	-3	-2	9	17	-12	.	11	1	6
O=C(CN1CCN(Cc2ccccc2)CC1)c1ccc(Br)cc1	-3	-4	12	-10	9	4	6	1	2
O=C(OCc1c(Cl)cccc1Cl)c1cccnc1	-3	2	6	4	-13	4	16	1.1	3
O=C(NCc1ccccc1)NC(=O)c1ccccc1	-6	6	6	-12	-22	1	4	1	5
Nc1ccccc1OCCOCCOCCOc1ccccc1N	2	-1	16	17	-1	-5	-9	1	3
CCOC(=O)CSc1ccc2nnc(-c3cccs3)n2n1	-3	1	0	7	-8	5	16	1	4
O=C1C2C3C=CC(C3)C2C(=O)N1c1n[nH]c(CCc2ccccc2)n1 (stereo not given)	-5	4	6	2	1	-1	3	1	13
CCn1ncc(Cl)c1C(=O)NC(C)c1ccccc1 (stereo not given)	5	8	0	8	2	-11	27	1.1	2
CCCC(=O)Nc1c(C)nn(C(=O)CCC)c1C	-1	-13	7	10	-1	1	12	1	12
CCOC(=O)CSc1cc(C)nc(NC(C)=O)n1	-1	4	-16	-9	-2	-3	1	1	2
Cn1c(=O)n(CCCOc2ccc(Br)cc2)c2ccccc21	-2	4	9	3	-12	-3	-1	1	-9
CN1CCCC(OC(=O)COc2ccccc2)C1 (stereo not given)	-1	0	-18	5	-11	-3	21	0.99	-5
COC(=O)C1C(=O)C2=C(CC1C)NC(=O)CC2c1ccc(O)c(OC)c1 (stereo not given)	1	1	-14	1	-8	1	2	1	0
O=C(Nc1ccc(Nc2ccccc2)cc1)C1CC1	47	6	6	-6	-3	-9	15	1	-8
Cc1ccc2c(c1)C(N1CCCC1=O)CC(c1ccco1)N2 (stereo not given)	-5	-5	11	-2	8	-7	-3	1	2
O=C(Nc1ccccc1C(=O)N1CCOCC1)c1noc2c1CCCC2	-6	1	-3	0	-10	-1	30	0.98	7
CCCc1nc(SCC(=O)N2CCN(c3ccccc3)CC2)c2c(=O)n(C)c(=O)n(C)c2n1	2	7	3	10	-9	3	19	1	3
CCOC(=O)Nc1cccc2ccccc12	-1	-3	1	-1	-9	5	20	1	-8
COc1ccc(/C(O)=C2/C(=O)C(=O)N(CCCN(C)C)C2c2cccnc2)cc1 (stereo not given)	-1	3	1	-2	-3	1	4	1	9
COc1ccc(-c2noc(N3CCC(C(=O)N4CCN(c5ccccn5)CC4)CC3)n2)cc1	0	-6	-1	7	-7	13	0	0.99	-2
Cc1ccc(S(=O)(=O)CNC(=O)c2ccccc2)cc1	-1	4	-3	0	-1	-4	9	1	4
COc1ccc(NC(=O)N(CCCN2CCOCC2)Cc2cccnc2)c(OC)c1	-1	3	2	-5	-12	-4	12	1	3
CC(C)OCCCn1c(=S)[nH]c2cc3c(cc2c1=O)OCO3	-3	0	2	10	-14	.	18	1.1	14
CCCCn1c(SCC(=O)c2ccc3c(c2)OCCO3)nnc1-c1ccco1	-2	5	1	15	-8	-18	8	1	-2

Some of these compounds in order of number of heavy atoms, smallest number first:
SMILES	Hsp90 block	MMP-13 inhibitor	FXIIa inh mix	DUSP1 inh	Cdc25B block	JNK3 blocker	AP ELISA ortho	Abs 340nm	FXIa inh mix
O=C(Nc1ccc(Nc2ccccc2)cc1)C1CC1	47	6	6	-6	-3	-9	15	1	-8
COc1ccc(NC(=O)N(CCCN2CCOCC2)Cc2cccnc2)c(OC)c1	-1	3	2	-5	-12	-4	12	1	3
COc1ccc(-c2noc(N3CCC(C(=O)N4CCN(c5ccccn5)CC4)CC3)n2)cc1	0	-6	-1	7	-7	13	0	0.99	-2

Returning to the listing with the 2 entries that preceded the break.
SMILES	Hsp90 block	MMP-13 inhibitor	FXIIa inh mix	DUSP1 inh	Cdc25B block	JNK3 blocker	AP ELISA ortho	Abs 340nm	FXIa inh mix
CC(C)OCCCn1c(=S)[nH]c2cc3c(cc2c1=O)OCO3	-3	0	2	10	-14	.	18	1.1	14
CCCCn1c(SCC(=O)c2ccc3c(c2)OCCO3)nnc1-c1ccco1	-2	5	1	15	-8	-18	8	1	-2
Nn1c(SCC(=O)Nc2ccc3c(c2)OCO3)nnc1-c1ccncc1	5	4	4	-5	-4	4	15	1.1	5
O=S(=O)(Nc1ccc2c(c1)CCC2)c1cccs1	1	1	-12	-2	-3	-12	-2	1	4
O=C(NC1CCCCC1)N1CCCC(c2nc(-c3ccc(S(=O)(=O)N4CCCC4)cc3)no2)C1 (stereo not given)	-2	-2	7	-17	-1	-2	11	0.97	5
CCOC(=O)c1cnn(CC2CCCCC2)c1N	0	4	-4	-2	-5	4	4	1	19
Cc1c(C(=O)N2CCN(S(C)(=O)=O)CC2)oc2ccccc12	-14	0	11	8	-9	10	12	1.1	3
Cc1ccccc1C(=O)Nc1cccc(-c2nnc(SCC(=O)O)n2C)c1	-5	-3	9	-6	-3	-4	13	1	-2
COC(=O)c1ccc(CSc2nnnn2-c2ccccc2)o1	-1	1	-5	-2	-7	-1	-3	1	3
O=c1[nH]c2cc3c(cc2cc1CN(CCCO)Cc1nnnn1Cc1ccc(F)cc1)OCO3	-2	-36	-1	27	-16	2	6	1.2	3
CCN1CCN(c2nc3c(c(=O)n(C)c(=O)n3C)n2CCSc2ncccn2)CC1	0	4	8	0	1	-4	-6	0.98	-2
Cc1ccc(Cl)cc1N1CCN(S(=O)(=O)c2ccc3c(c2)OCCO3)CC1	-7	-7	6	-6	5	-1	-3	1	-1
O=C(Cn1cc2c(n1)CCCC2)NCCCN1CCN(C2CCCCC2)CC1	-2	1	3	2	1	5	6	1	3
O=C(O)C1CC=CCC1C(=O)NC12CC3CC(CC(C3)C1)C2 (stereo not given)	-4	5	14	9	-3	-11	2	1.1	7
COc1ccc(NC(=O)c2ccccc2NC(=O)c2ccco2)c(OC)c1	-2	-4	6	7	2	2	-10	1.1	7
CN(C)CCCNc1oc(-c2ccc(Cl)cc2)nc1C#N	3	-483[fluorescence artefact?]	.	-6	-8	1	.	1	.
CN1C(=O)c2cccc(N(C)C)c2C1=O	-18	1	3	-10	1	1	10	1	-1
O=S1(=O)C=CC(Nc2cccc(Cl)c2)C1 (stereo not given)	-2	-5	-2	-1	2	-11	5	0.97	3
Cc1cc(N2CCN(C3CCCC3)CC2)n2ncc(-c3ccccc3)c2n1	-9	-6	0	-1	7	1	13	1	3
O=C(NCc1ccco1)Nc1ccc(Br)cc1Cl	-1	6	2	1	4	2	17	1.1	3
Cn1c(OCc2cccnc2)nc2c1c(=O)n(Cc1ccc(Br)cc1)c(=O)n2C	-7	4	.	-6	-22	3	.	1	.
CCn1cc(C(C)NC(=O)COc2ccc(Cl)cc2C)c(C)n1 (stereo not given)	-1	1	-4	5	-2	7	2	0.99	3
Cn1c(=O)c(C(=O)CSc2nncs2)c(N)n(Cc2ccccc2)c1=O	-1	2	-14	0	-2	-1	22	1	5
CC1(C)CC(C(CC(=O)O)c2ccccc2)CCO1 (stereo not given)	-5	-1	-2	-28	-15	1	-2	0.99	5
CC(C)CCn1c(Sc2nc3ccccc3s2)nc2c1c(=O)[nH]c(=O)n2C	-5	0	.	-7	-3	1	.	1	.
O=C(N1CCOCC1)N1CCN(c2nc(-c3ccc(F)cc3)cs2)CC1	-7	4	2	-8	0	-7	6	1	6
CC1CCC(NC(=O)Cn2c(=O)[nH]c3ccsc3c2=O)CC1 (stereo not given)	.	2	2	3	2	.	17	1	10
CCOC(=O)c1c(CN2CCN(CCO)CC2)n(C)c2cc(Br)c(OC)cc12	-1	1	.	-22	22	-2	.	1	.

3 entries already listed, sorted by their value in FXIIa inh mix, high to low:
canonical_smiles	MMP-13 inhibitor	FXIIa inh mix	DUSP1 inh	Cdc25B block	JNK3 blocker	AP ELISA ortho	Abs 340nm	FXIa inh mix
O=C(O)C1CC=CCC1C(=O)NC12CC3CC(CC(C3)C1)C2 (stereo not given)	5	14	9	-3	-11	2	1.1	7
Cc1ccc2c(c1)C(N1CCCC1=O)CC(c1ccco1)N2 (stereo not given)	-5	11	-2	8	-7	-3	1	2
CN1C(=O)c2cccc(N(C)C)c2C1=O	1	3	-10	1	1	10	1	-1
